High-throughput results (PubChem)
IDH1 R132H inh – human IDH1 R132H inhibition; IDH1-R132H enzyme, NADPH consumption, diaphorase/resazurin fluorescence; O75874; 390,000 tested, 0.093% active; Potency, µM (highest dose often 76.6 µM), inactives show at the highest dose activity change, negative = inhibition, most hits filed as inhibitors; also: potency is read from the fitted curve at half-maximal effect; % is scaled to controls: 0 for no effect and ±100 for the full control effect; nearly all actives have a fitted effect of over 65% in size
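IDH1-R132H (0.5 ug/mL) preincubated 30 min with compound, then NADPH (0.016 mM) and alpha-KG (2 mM) added; 80 min at RT, pH 7.5. Remaining NADPH coupled via diaphorase/resazurin to fluorescence (540/590 nm); concentration-response curves normalized to no-enzyme control.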
USP1-UAF1 inh – blocks the human USP1/UAF1 deubiquitinase complex | O94782 | recombinant USP1/UAF1, Ub-Rhodamine cleavage fluorescence | Potency, µM (top dose mostly 57.1 µM), for inactives: top-dose activity change, negative = inhibition, usual class: inhibitors | 390,000 tested, 0.23% active; also: potency is read from the fitted curve at half-maximal effect; % is scaled to controls: 0 for no effect and ±100 for the full control effect; nearly all actives have a fitted effect of over 60% in size; inactives centre near -12
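USP1/UAF1 complex at 1 nM was preincubated with compound for 15 min at room temperature, then Ub-Rho substrate (150nM final) was added. Fluorescence (480/540 nm) was read kinetically, 6 reads every 60 seconds.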
TrxR1 inh – inhibitors of rat thioredoxin reductase 1; 390,000 tested, 1% active; Potency, µM (highest dose often 114 µM), without a hit: at the top dose activity change, negative = inhibition, usual class: inhibitors; AID 588453; recombinant rTrxR1, NADPH fluorescence consumption, selenite substrate; O89049; also: potency is read from the fitted curve at half-maximal effect; % is scaled to controls: 0 for no effect and ±100 for the full control effect; nearly all actives have a fitted effect of over 65% in size
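Rat TrxR1 (90 nM in the dispensed reagent) was pre-reduced with 400 uM NADPH for 5 min at room temperature, then incubated with compound for 15 min. After 400 uM selenite was added, NADPH fluorescence (Ex 340/Em 450 nm) was followed for 8 min.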
TrxR1 substrate – substrates of rat thioredoxin reductase 1 | O89049 | purified TrxR1 substrate turnover, NADPH consumption readout | Potency, µM (series often up to 114 µM), without a hit: top-dose activity change, negative = substrate turnover | 390,000 tested, 0.01% active | AID 588456; also: potency is read from the fitted curve at half-maximal effect; % is scaled to controls: 0 for no effect and ±100 for the full control effect; nearly all actives have a fitted effect of over 50% in size
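Rat TrxR1, dispensed at 90 nM, was prereduced with 400 uM NADPH (final) for 5 min at ~22 deg C, then incubated with compound 15 min before 400 uM selenite. A first-read NADPH fluorescence drop versus no-compound background flagged substrates.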
PI4K2A block – PI4K2A (human) kinase inhibition; AID 1346378; activity change, negative = inhibition, % at 76.9 µM; purified PI4K2A, ADP-Glo luminescence, 1 h; hits give low values; 420,000 tested, 0.13% active; in the data active = activity change below about -50%; inconclusive = mostly about -30% to -49%;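 also: -100% = wells without enzyme as full effect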
Target sequence (Q9BTU6 whole entry, looked up): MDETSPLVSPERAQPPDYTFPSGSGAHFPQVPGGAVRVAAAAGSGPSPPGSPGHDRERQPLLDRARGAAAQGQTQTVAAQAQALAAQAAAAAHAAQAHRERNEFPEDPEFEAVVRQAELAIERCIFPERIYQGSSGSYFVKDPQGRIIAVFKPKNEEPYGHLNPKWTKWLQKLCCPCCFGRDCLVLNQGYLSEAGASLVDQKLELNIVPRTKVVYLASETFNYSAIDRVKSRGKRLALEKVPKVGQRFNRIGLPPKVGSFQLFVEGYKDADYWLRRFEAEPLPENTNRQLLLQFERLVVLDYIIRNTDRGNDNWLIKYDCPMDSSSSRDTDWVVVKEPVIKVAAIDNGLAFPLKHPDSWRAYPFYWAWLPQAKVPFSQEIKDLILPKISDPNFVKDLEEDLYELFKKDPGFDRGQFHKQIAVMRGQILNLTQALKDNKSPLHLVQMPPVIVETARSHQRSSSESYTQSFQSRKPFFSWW
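ADP-Glo luminescence measured ADP generated by PI4K2A enzyme (4 ug/mL before mixing) with 1.2 mM PI substrate (pre-mix) and 300 microM ATP (pre-mix). Tris pH7.5 buffer with MgCl2, Triton X-100; 1 h reaction at ambient temperature.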
TRHR enhancer – allosteric enhancers of human TRH receptor | enhancement, % at 2 µM | P34981 | TRHR cells, fluo-8 calcium fluorescence, EC20 TRH enhancement | 360,000 tested, 0.66% active; in the data active = enhancement above about 30%; also: 0% is about no effect
Target sequence (P34981 whole entry, looked up): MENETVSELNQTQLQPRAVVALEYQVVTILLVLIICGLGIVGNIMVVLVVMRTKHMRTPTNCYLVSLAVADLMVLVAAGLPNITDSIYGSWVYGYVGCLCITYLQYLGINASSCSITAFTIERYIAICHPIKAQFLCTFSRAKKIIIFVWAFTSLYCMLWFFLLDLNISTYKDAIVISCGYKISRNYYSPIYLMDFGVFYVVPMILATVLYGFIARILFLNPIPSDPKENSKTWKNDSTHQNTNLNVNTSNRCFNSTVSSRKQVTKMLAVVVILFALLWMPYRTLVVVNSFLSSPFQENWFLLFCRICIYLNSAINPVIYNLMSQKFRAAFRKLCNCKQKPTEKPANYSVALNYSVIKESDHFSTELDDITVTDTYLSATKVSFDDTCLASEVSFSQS
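Enhancer read-out: after compound pinning and an initial kinetic agonist-mode read, an EC20 of TRH (10 nM final) was injected and fluo-8 calcium signal (Ex 480/Em 530) followed at 1 s/cycle for 100 cycles in TRHR-expressing cells.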
D2 agonist – D2 dopamine receptor (human) agonism | P14416 | HEK293 T-REx D2 cells, calcium flux agonist mode | activation, % at 2 µM | 340,000 tested, 0.53% active;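 active = activation over 3 SD above normal in the single-dose calcium agonist read, cut at about 30% in these data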; also: 0% is about no effect
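In this primary screen, compounds producing a positive calcium signal within 180 s of addition to tetracycline-induced, force-coupled HEK293 Trex D2 cells are flagged; cells are dye-loaded with a no-wash calcium kit beforehand.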
TRHR ag – agonists of human TRH receptor; AID 493084; P34981; 360,000 tested, 0.18% active; TRHR cells, calcium flux fluo-8, FDSS agonist mode; activation, % at 2 µM; in the data active = activation above about 30%; also: 0% is about no effect
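Agonist-mode FDSS calcium read (Ex 480/Em 530, 1 s cycles) in 1536-well TRHR cells with fluo-8 dye, after 10-cycle baseline and 23 nL compound addition; TRH at EC20 (10 nM final) added afterwards for the enhancer phase.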
D2 antag – antagonizes the human D2 dopamine receptor. P14416. HEK293 TREx D2 cells, calcium flux, dopamine EC80. inhibition, % at 10 µM. 340,000 tested, 2% active. AID 485344; in the data active = inhibition above about 30%; also: 0% is about no effect
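Read-out: kinetic calcium fluorescence (1 cycle/s) in inducible HEK293 T-REx D2 cells after an EC80 dopamine addition that followed 180 s compound preincubation. Loss of the dopamine response indicates antagonism.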
* = called active by the depositor; [ ] = remark or other dose. Unless noted, calls follow the shape of the dose curve; as a rule, active = well fitted inhibition curve with a large enough effect; inconclusive = small, poorly fitted or top-dose-only effect; inactive = no such curve, though single readings can be large or run the other way.

`O=C(c1cccc(C(F)(F)F)c1)N1CCC(O)(CS(=O)(=O)Cc2ccc(Cl)cc2)CC1` gave IDH1 R132H inh 11%, USP1-UAF1 inh -10%, TrxR1 inh 4%[57.1 µM], TrxR1 substrate 4%[57.1 µM], PI4K2A block -7, TRHR enhancer -3, D2 agonist 0.7, TRHR ag 0.0 and D2 antag -2.
Screening Cc1ccc(Cl)c2c1N[C@@H](c1ccc(C(=O)O)cc1)[C@H]1CC=C[C@@H]21 returned IDH1 R132H inh -23%, USP1-UAF1 inh -18%, TrxR1 inh -3%, TrxR1 substrate 0%, PI4K2A block -14, TRHR enhancer -3, D2 agonist -1.0 and TRHR ag -0.7.
For O=C(CCC(=O)Nc1cc(C(F)(F)F)ccc1Cl)N/N=C\c1cc([N+](=O)[O-])ccc1O the results were IDH1 R132H inh 10%, USP1-UAF1 inh -4%, TrxR1 inh 3%[57.1 µM], TrxR1 substrate 0%[57.1 µM], PI4K2A block 4, TRHR enhancer 4, D2 agonist -1.9, TRHR ag -1.9 and D2 antag 1.
For Cc1ccc(NC(=O)c2ccc(F)c(S(=O)(=O)NCCc3ccccc3)c2)cc1F the results were IDH1 R132H inh 11%, USP1-UAF1 inh -19%, TrxR1 inh 15%[57.1 µM], TrxR1 substrate -2%[57.1 µM], PI4K2A block 4, TRHR enhancer 3, D2 agonist 1.2 and TRHR ag 1.6.
CC(=O)N1N=C(c2ccc(C)c([N+](=O)[O-])c2)OC1(C)C was read as IDH1 R132H inh 3%, USP1-UAF1 inh -20%, TrxR1 inh 18%, TrxR1 substrate 2%, PI4K2A block -2, TRHR enhancer -3, D2 agonist -0.1, TRHR ag -0.1 and D2 antag 21.
`CC(=O)N(CCC(Cc1ccccc1)c1ccco1)Cc1ccco1` (stereo unspecified) gave IDH1 R132H inh -2%, USP1-UAF1 inh -18%, TrxR1 inh inconclusive, TrxR1 substrate 0%, PI4K2A block -1, TRHR enhancer -5, D2 agonist 2.6, TRHR ag 1.1 and D2 antag -6.
Screening COCCOC(=O)c1c(NC(=O)COC(=O)c2ccc(C)o2)sc(C(N)=O)c1C returned IDH1 R132H inh -1%, USP1-UAF1 inh -5%, TrxR1 inh -2%, TrxR1 substrate 0%, PI4K2A block 1, TRHR enhancer 6, D2 agonist 0.2, TRHR ag 0.4 and D2 antag 2.
Screening CCn1c(SCC(=O)Nc2cccc(Cl)c2)nnc1-c1nonc1NC(C)=O returned IDH1 R132H inh -5%, USP1-UAF1 inh -8%, TrxR1 inh 4%, TrxR1 substrate 4%, PI4K2A block -3, TRHR enhancer -8, D2 agonist -2.0 and TRHR ag -0.6.
For N#Cc1c(-c2ccco2)cc(-c2cccnc2)nc1N the results were IDH1 R132H inh 3%, USP1-UAF1 inh -27%, TrxR1 inh -6%, TrxR1 substrate 453%[activator], PI4K2A block -24, TRHR enhancer -11, D2 agonist 0.3, TRHR ag -0.3 and D2 antag -1.
Screening CCNC(=S)N(Cc1cc2cccc(C)c2[nH]c1=O)C1CCCC1 returned IDH1 R132H inh 3%, USP1-UAF1 inh -16%, TrxR1 inh 1%, TrxR1 substrate 1%, PI4K2A block -1, TRHR enhancer 3, D2 agonist -1.1, TRHR ag -0.2 and D2 antag 11.
`Oc1cccc2ccc(/C=C/c3ccccc3Br)nc12` gave IDH1 R132H inh 2%, USP1-UAF1 inh -16%, TrxR1 inh 0%, TrxR1 substrate 3%, PI4K2A block -7, TRHR enhancer 8, D2 agonist 1.9, TRHR ag 1.4 and D2 antag 2.
`CC(C)C(=O)Nc1ccc2c(c1)nc(CCN1CCCCC1)n2C` gave IDH1 R132H inh -12%, USP1-UAF1 inh -22%, TrxR1 inh -4%, TrxR1 substrate -3%, PI4K2A block 5, TRHR enhancer 10, D2 agonist -0.4, TRHR ag -0.2 and D2 antag -16.
Screening CCOC(=O)Cc1csc(NC(=O)COc2c(C)cccc2C)n1 returned IDH1 R132H inh 10%, USP1-UAF1 inh -23%, TrxR1 inh 1%[57.1 µM], TrxR1 substrate -2%[57.1 µM], PI4K2A block -4, TRHR enhancer 3, D2 agonist -3.6, TRHR ag 0.4 and D2 antag 0.
Cc1ccc(CCNC(=O)c2c3c(nc4ccccc24)C(=O)N(C2CCCCC2)C3)cc1 was read as IDH1 R132H inh -9%, USP1-UAF1 inh -4%, TrxR1 inh -4%[57.1 µM], TrxR1 substrate -6%[57.1 µM], PI4K2A block -1, TRHR enhancer -2, D2 agonist 0.4 and TRHR ag -0.6.
CN(CCc1ccccn1)C(=O)CCC1CCCN(C(=O)CCOc2ccccc2)C1 (stereo unspecified) was read as IDH1 R132H inh -1%, USP1-UAF1 inh 5%, TrxR1 inh 40%[activator], TrxR1 substrate 9%, PI4K2A block 1, TRHR enhancer -3, D2 agonist 0.4, TRHR ag 0.0 and D2 antag 1.
`CCc1ccc([C@@H]2CC=C(C(=O)O)[C@H](c3ccc(F)cc3)N2S(=O)(=O)c2ccc(C)cc2)cc1` gave IDH1 R132H inh 4%, USP1-UAF1 inh -17%, TrxR1 inh 16%, TrxR1 substrate 7%, PI4K2A block 3, TRHR enhancer -1, D2 agonist -1.0, TRHR ag -0.4 and D2 antag 2.
Screening CCOC(=O)n1c(=O)n(C)c2ccc(Cl)cc21 returned IDH1 R132H inh 7%, USP1-UAF1 inh -8%, TrxR1 inh 12%[57.1 µM], TrxR1 substrate -21%[57.1 µM], PI4K2A block 3, TRHR enhancer -9, D2 agonist -0.2, TRHR ag 0.5 and D2 antag -6.
For O=S(=O)(Nc1ccc2c(c1)OCCO2)c1cnc[nH]1 the results were IDH1 R132H inh 0%, USP1-UAF1 inh -4%, TrxR1 inh 9%, TrxR1 substrate -3%, PI4K2A block 3, TRHR enhancer 7 and TRHR ag -0.2.
Cn1c(SCC(=O)N2CCCC2)nc2ccccc21 was read as IDH1 R132H inh 5%, USP1-UAF1 inh -10%, TrxR1 inh 3%, TrxR1 substrate -2%[57.1 µM], PI4K2A block 4, TRHR enhancer -3, D2 agonist 16, TRHR ag 0.1 and D2 antag -6.
CN1CCN(c2ccc([N+](=O)[O-])c(Sc3nc4ccccc4[nH]3)c2)CC1 was read as IDH1 R132H inh -3%, USP1-UAF1 inh -10%, TrxR1 inh -9%, TrxR1 substrate -12%, PI4K2A block 10, TRHR enhancer 1, D2 agonist -0.7, TRHR ag -0.2 and D2 antag 89*.
Screening CSc1c(-c2ccccc2)nc2ccccc2c1C(=O)O returned IDH1 R132H inh -6%, USP1-UAF1 inh 3%, TrxR1 inh -20%, TrxR1 substrate -9%, PI4K2A block 3, TRHR enhancer -6, D2 agonist 0.1, TRHR ag 0.8 and D2 antag 7.
Cc1ccc2nc3c(cc(C(=O)NCC4CCCO4)c(=N)n3CC3CCCO3)c(=O)n2c1 (stereo unspecified) was read as IDH1 R132H inh 0%, USP1-UAF1 inh -17%, TrxR1 inh 19%, TrxR1 substrate 510%[activator], PI4K2A block 12, TRHR enhancer 6, D2 agonist 3.2, TRHR ag 0.7 and D2 antag -9.
For COc1ccc(-c2nnc(SCC(=O)Nc3ccc(C(C)C)cc3)nc2-c2ccc(OC)c(OC)c2)cc1OC the results were IDH1 R132H inh 1%, USP1-UAF1 inh -6%, TrxR1 inh -4%[57.1 µM], TrxR1 substrate -2%[57.1 µM], PI4K2A block 1, TRHR enhancer 12, D2 agonist -0.4 and TRHR ag -0.2.
Screening CC(NC(=O)Cn1cc(Br)c([N+](=O)[O-])n1)c1ccccc1 (stereo unspecified) returned IDH1 R132H inh 0%, USP1-UAF1 inh -16%, TrxR1 inh 11%[57.1 µM], TrxR1 substrate 1%[57.1 µM], PI4K2A block 4, TRHR enhancer 19 and TRHR ag -0.2.
Oc1ccc(Cc2ncc(C(F)(F)F)cc2Cl)cc1 was read as IDH1 R132H inh -6%, USP1-UAF1 inh -9%, TrxR1 inh -10%[57.1 µM], TrxR1 substrate -10%[57.1 µM], PI4K2A block 4, TRHR enhancer 0, D2 agonist 3.6, TRHR ag -1.0 and D2 antag 4.
`COc1ccc(-n2ccnc(NCc3ccccc3Cl)c2=O)cc1OC` gave IDH1 R132H inh 2%, USP1-UAF1 inh -19%, TrxR1 inh 10%[57.1 µM], TrxR1 substrate 8%[57.1 µM], PI4K2A block -1, TRHR enhancer -1, D2 agonist -0.3 and TRHR ag -0.3.
`Cc1ccccc1NC(=O)c1cc(C(=O)c2cc(Cl)ccc2O)cn(-c2ccccc2C)c1=O` gave IDH1 R132H inh -5%, USP1-UAF1 inh -21%, TrxR1 inh 7%, TrxR1 substrate -1%, PI4K2A block 4, TRHR enhancer -4, D2 agonist 0.2, TRHR ag 0.4 and D2 antag -14.
Screening CN(C(=O)COC(=O)COc1ccc2c(c1)CCC2)c1c(N)n(Cc2ccccc2)c(=O)[nH]c1=O returned IDH1 R132H inh -7%, USP1-UAF1 inh -3%, TrxR1 inh 7%[57.1 µM], TrxR1 substrate 2%[57.1 µM], PI4K2A block -2, TRHR enhancer 11, D2 agonist 1.0, TRHR ag 0.7 and D2 antag 12.
For Cc1ccccc1CN1C(=O)C(O)(CC(=O)c2cccc(Br)c2)c2ccccc21 (stereo unspecified) the results were IDH1 R132H inh 3%, USP1-UAF1 inh -17%, TrxR1 inh 9%, TrxR1 substrate 1%, PI4K2A block -8, TRHR enhancer 6, D2 agonist 0.9 and TRHR ag 0.0.
CCOC(=O)C1=C(COC(=O)Cc2ccc(OC)c(OC)c2)NC(=O)NC1C (stereo unspecified) was read as IDH1 R132H inh 11%, USP1-UAF1 inh -15%, TrxR1 inh 14%, TrxR1 substrate 1%, PI4K2A block 3, TRHR enhancer 8, D2 agonist -0.1, TRHR ag 0.3 and D2 antag -4.

Compounds were not picked by outcome; about 3.9% have a hit in one of these screens.
